RSV antiviral HEp-2: RSV antiviral activity via CPE protection, HEp-2 cells, primary 10 µM value included (AID 2391); 310,000 tested, 0.13% active; HEp-2 cells, RSV-induced CPE inhibition; higher % means a stronger effect; one-dose CPE inhibition, % at 10 µM; IC50 in µM for titrated hits; in the data active = a potency from the dose series; inconclusive = CPE inhibition mostly from about 23% at the one dose, without a potency; inactive = the rest, 99 in 100 with CPE inhibition below about 21%; note: strong numbers were not always called active
NTR1 agonist: agonists of NTR1, primary screen, imaging, U2OS cells, beta-arrestin-GFP, high content (AID 493036). P30989. NTR1-U2OS beta-arrestin-GFP spot imaging, agonist mode. activation, % at 20 µM. 330,000 tested, 0.17% active;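 active = activation at or above 40% of the spot to cytoplasm intensity ratio, with at least 20 cells analyzed; inconclusive = wells under 20 cells, flagged as cytotoxic or low count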;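 note: 0% = DMSO without peptide and 100% = 100 nM NTR1 peptide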
Target sequence (P30989 whole entry, looked up): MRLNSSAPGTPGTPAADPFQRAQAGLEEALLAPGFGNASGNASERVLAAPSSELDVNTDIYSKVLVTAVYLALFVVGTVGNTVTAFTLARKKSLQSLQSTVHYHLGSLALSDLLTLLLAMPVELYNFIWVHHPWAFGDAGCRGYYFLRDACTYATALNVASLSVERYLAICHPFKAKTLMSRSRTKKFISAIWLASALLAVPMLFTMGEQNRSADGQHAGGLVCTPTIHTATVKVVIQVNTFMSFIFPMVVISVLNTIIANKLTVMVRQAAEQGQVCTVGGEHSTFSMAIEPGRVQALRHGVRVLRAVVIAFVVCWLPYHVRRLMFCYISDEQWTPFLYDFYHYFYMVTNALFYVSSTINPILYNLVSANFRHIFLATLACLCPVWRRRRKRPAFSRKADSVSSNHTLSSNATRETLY
Salmonella PhoP GFP: PhoP-dependent GFP reporter repression – Salmonella Typhimurium, primary screen (AID 1863). S. Typhimurium PhoP-regulated promoter GFP reporter, 4 h; higher % means a stronger effect. one-dose inhibition, % at 50 µM; IC50 in µM for titrated hits. 300,000 tested, 0.16% active;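 active = inhibition over 29.93%, a cutoff 3 SD above the screen mean, later confirmed by dose response; inconclusive = inhibition over 29.93% but no dose response follow-up; inactive = inhibition at most 29.93% or unconfirmed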;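 note: 0% = low Mg2+ inducing control and 100% = high Mg2+ repressing control; strong numbers were not always called active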
K1F lysis inhibition: inhibition of K1F phage lysis, E. coli UTI89, bacterial capsule biogenesis inhibitors, alamar blue (AID 488966); inhibition, % at 100 µM, or IC50 in µM where a hit was titrated; 340,000 tested, 0.02% active; E. coli UTI89 K1F phage lysis, alamar blue, 2 h; higher % means a stronger effect;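 active = phage lysis inhibition, versus mean bacterial control, above a set limit; inconclusive = no clear call, values can overlap the other calls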;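 note: capsule biogenesis inhibitors block K1F phage lysis so surviving cells raise fluorescence; higher fluorescence means more inhibition of phage lysis; actives were called in the ten point dose series up to 300 µM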
NS5 inhibitors: Dengue-2 NS5 methyltransferase inhibitors, primary screen, biochemical, confirmation dose response (AID 588689); one-dose inhibition, % at 25 µM; IC50 in µM for titrated hits; 340,000 tested, 0.3% active; Dengue-2 NS5 methyltransferase capping enzyme assay, biochemical; higher % means a stronger effect; in the data active = a potency from the dose series; inconclusive = inhibition above about 29% without an active follow-up result
Large T inhibition: TAg ATPase/helicase activity blockers – biochemical (AID 1903). SV40 large T antigen ATPase/helicase inhibition assay; higher % means a stronger effect. inhibition, % at 20 µM; hits with a dose series show IC50 in µM. 310,000 tested, 0.39% active; in the data active = a potency from the dose series; inconclusive = inhibition mostly from about 32% at the one dose, without a potency; inactive = the rest, 99 in 100 with inhibition below about 32%; note: strong numbers were not always called active
T cell modulator: T cell immune modulation candidate | 2C CD8+ T cell-vesicle binding, flow cytometry; hits give low values | calls only at 7 µM | 330,000 tested, 0.068% active | AID 2052;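 active = response, share of CD8 T cells binding vesicles, and their 90th percentile fluorescence all below set limits, cut at about 80% in these data, passing the limit was not always enough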
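Material: murine 2C transgenic CD8+ T lymphocytes / Also added: QL9-peptide-loaded Drosophila micro-vesicles bearing Ld, ICAM-1 and B7-1 / Schedule: binding step 1.5 h, 37 °C, antibody labelling 20 min, ice / Signal: flow cytometry, PE anti-B7-1 (FL2) versus Alexa647 anti-CD8 (FL8), PFA-fixed / Evaluation: percent CD8+ FL2 mean versus row control / Benchmarks: naked versus QL9-loaded vesicles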
MgcRacGAP inhibition: MgcRacGAP GTPase-activating activity inhibitors, confirmation, biochemical, ADP Hunter fluorescence. MgcRacGAP-stimulated Rac1 GTP hydrolysis, ADP Hunter fluorescence; higher % means a stronger effect; GST-tagged Rac1 F28L mutant substrate. inhibition, % at 30 µM, or IC50 in µM where a hit was titrated. 340,000 tested, 0.6% active. AID 624330;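 active = first-screen hits whose inhibition reached a set limit at any dose in the follow-up dose series; inconclusive = inhibition above the set first-screen limit but never retested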;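 note: fluorescence reports GDP produced by GAP-driven GTP hydrolysis; strong numbers were not always called active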
West Nile antiviral: West Nile virus antiviral activity, cell-based, CPE readout (AID 1621); CPE inhibition, % at 10 µM, or IC50 in µM where a hit was titrated; 290,000 tested, 0.02% active; West Nile virus-infected cells, CPE inhibition; higher % means a stronger effect; in the data active = a potency from the dose series; inconclusive = CPE inhibition mostly from about 3.7% at the one dose, without a potency; inactive = the rest, 99 in 100 with CPE inhibition below about 2.2%; note: strong numbers were not always called active
T cell modulator vesicle-bound %: recorded beside T cell modulator, whose call it bears; double positive events, %; measured here: CD8+ vesicle-bound cell fraction;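 binding gate set so that unloaded-vesicle control wells show 10% double positive cells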
NTR1 agonist cell count 20 µM: second read-out of NTR1 agonist, no call of its own (marks repeat the call); cell count; measured here: cell count, cytotoxicity flag
NS5 inhibitors pilot replicate: also measured in NS5 inhibitors; calls as there; inhibition, %; measured here: pilot screen replicate inhibition
Numbers without * were called inactive; i = inactive; ? = inconclusive; nt = not tested or not shown; [ ] = dose if it differs, or a comment.

The first 4 entries (preview)
SMILES | RSV antiviral HEp-2 | NTR1 agonist | NTR1 agonist cell count 20 µM | Salmonella PhoP GFP | K1F lysis inhibition | NS5 inhibitors | Large T inhibition | T cell modulator | T cell modulator vesicle-bound % | MgcRacGAP inhibition | West Nile antiviral | others
Cc1cc(=O)oc2cc(OCC(=O)N3CCN(C(=O)C4COc5ccccc5O4)CC3)c(Cl)cc12 (centres undefined) | 3.1% | 1.8 | 44 | -9% | 0.2% | -4% | 8% | i | 62 | 13% | -0.5%
COc1cc(Cl)c(C)cc1NC(=O)COC(=O)c1cc[n+]([O-])cc1 | 1.5% | 0.5 | 56 | -7% | 0.2% | -1% | 18% | i | 46 | 5% | 0.4%
Fc1ccc(Nc2nc(-c3ccncc3)nc3ccccc23)cc1F | 39% | 0.9 | 72 | -15% | 0.1% | 9% | 3% | i | 39 | 7% | -0.2%
CCOC(=O)COc1ncn(-c2ccccc2)n1 | 0.2% | 0.3 | 44 | 4% | 0.3% | -2% | 0% | i | 20 | 12% | 0.1%

The listing (from the top)
SMILES | RSV antiviral HEp-2 | NTR1 agonist | NTR1 agonist cell count 20 µM | Salmonella PhoP GFP | K1F lysis inhibition | NS5 inhibitors | Large T inhibition | T cell modulator | T cell modulator vesicle-bound % | MgcRacGAP inhibition | West Nile antiviral | others
Cc1cc(=O)oc2cc(OCC(=O)N3CCN(C(=O)C4COc5ccccc5O4)CC3)c(Cl)cc12 (centres undefined) | 3.1% | 1.8 | 44 | -9% | 0.2% | -4% | 8% | i | 62 | 13% | -0.5%
COc1cc(Cl)c(C)cc1NC(=O)COC(=O)c1cc[n+]([O-])cc1 | 1.5% | 0.5 | 56 | -7% | 0.2% | -1% | 18% | i | 46 | 5% | 0.4%
Fc1ccc(Nc2nc(-c3ccncc3)nc3ccccc23)cc1F | 39% | 0.9 | 72 | -15% | 0.1% | 9% | 3% | i | 39 | 7% | -0.2%
CCOC(=O)COc1ncn(-c2ccccc2)n1 | 0.2% | 0.3 | 44 | 4% | 0.3% | -2% | 0% | i | 20 | 12% | 0.1%
CCCCNC(=O)Cn1cnc2ccc(S(=O)(=O)N3CCC(C)CC3)cc2c1=O | 2.9% | 2.5 | 47 | -13% | -1.6% | -16% | 11% | i | 54 | 0% | -0.5%
CCCCCCCCC(=O)N/N=C/c1cccc(Br)c1 | 7.5% | 14 | 57 | 2% | 0.2% | -4% | 5% | i | 40 | 4% | 0.0%
COc1ccc(CCN(C)C(=O)c2c(C)nn(-c3ccccc3)c2C)cc1OC | 0.8% | -1.2 | 70 | -4% | 1.5%[50 µM] | -3% | 9% | i | 69 | 9% | -0.4%
COc1cc([N+](=O)[O-])ccc1NC(=O)C[n+]1cccc(C)c1 | -0.5% | -0.4 | 79 | -7% | 0.6% | -1% | 6% | i | 42 | 4% | -0.4%
COc1cc(C(=O)Nc2ccc(O)cc2)ccc1OC(C)=O | 1.4% | -0.3 | 74 | -7% | 0.2% | 2% | 6.1µM* | i | 21 | ? | 0.5%
OCCC1CN(Cc2cnc(-c3ccccc3)s2)CCN1CCc1ccccc1 (centres undefined) | 2.7% | -1.4 | 69 | 6% | 0.1% | -3% | 2% | i | 56 | 5% | -1.2%
Cc1cccc(NC(=O)CN2CCC(NC(=O)C3CCCCC3)CC2)c1C | 3.1% | -1.1 | 94 | -3% | 0.2% | 2% | 21% | i | 60 | 11% | -0.8%
CNC(=O)CN(Cc1ccccc1)S(=O)(=O)c1ccc(Cl)cc1 | 0.9% | -0.1 | 47 | -6% | 1.3% | 2% | 8% | i | 17 | 1% | -0.8%
O=C(NCc1ccc(-c2csnn2)cc1)c1cccs1 | 0.7% | -0.8 | 50 | -10% | -3.3% | 7% | 1% | i | 33 | -7% | 0.1%
COc1ccc(/C(N)=N/OC(=O)Cc2ccc(C)cc2)cc1 | 3.3% | -0.1 | 92 | 10% | 0.3% | -11% | 14% | i | 56 | 13% | -0.3%
Cc1cc(C)nc(SCC(=O)Nc2ccc(S(=O)(=O)Nc3ncccn3)cc2)n1 | -0.3% | 0.4 | 34 | 9% | 0.7% | 5% | 5% | i | 66 | -3% | -0.3%
COc1cc(/C=N/NC(=O)COc2ccccc2[N+](=O)[O-])ccc1OC(=O)c1ccco1 | 0.4% | -1.2 | 56 | -16% | 0.2%[50 µM] | -3% | 12% | i | 5 | 14% | 0.5%
CCOc1ncnc2c1[nH]c1ccccc12 | 6.7% | 1.0 | 47 | 1% | 0.3% | 0% | 6% | i | 34 | 6% | 0.6%
CCOC(=O)C1C2C=CC3(CN(c4cccc(Cl)c4)C(=O)C13)O2 (centres undefined) | -0.2% | -1.9 | 44 | -8% | 5.4% | -4% | 1% | i | 64 | -6% | -0.8%
Cc1cc(=O)oc2ccc(OCC(=O)N(Cc3ccc(F)cc3)Cc3ccco3)cc12 | 5.5% | 7.9 | 61 | 14% | 4.3% | -6% | 10% | i | 26 | 11% | 0.1%
Cc1cccc(NC(=O)c2ccccc2NC(=O)C2CCCCC2)c1C | -0.7% | 1.3 | 40 | 17% | 8.1% | 2% | -3% | i | 28 | 2% | -0.6%
COc1cccc(Oc2ccc(C(F)(F)F)cc2NC(=O)CCc2nc3ccccc3c(=O)[nH]2)c1 | 0.6% | 9.5 | 55 | 1% | 0.2% | 3% | 15% | i | 53 | 4% | -0.1%
O=[N+]([O-])c1ccc(COc2ccc(CNc3ccccc3)cc2)cc1 | 2.3% | 1.3 | 68 | 10% | 2.8%[50 µM] | -8% | 0% | i | 46 | 10% | 0.0%
Cc1ccc(-c2csc(N3CCN(CCCn4c(C(F)(F)F)nc5ccccc54)CC3)n2)cc1 | 3.4% | 1.2 | 84 | -13% | 0.9% | -6% | 11% | i | 7 | 5% | -0.1%
CCn1c(Cc2ccc(OC)cc2)nnc1SCC(=O)Nc1cccc(C(=O)OC)c1 | 2.0% | 1.2 | 83 | 4% | 0.6% | -10% | 1% | i | 46 | 5% | -0.3%
CN(Cc1ccccc1)C(=O)CCS(=O)(=O)c1cc2c(cc1Cl)NC(=O)CO2 | 0.3% | -0.3 | 56 | nt | 1.1% | 1% | 3% | i | 32 | 0% | -0.4%
Next entries:
SMILES | RSV antiviral HEp-2 | NTR1 agonist | NTR1 agonist cell count 20 µM | Salmonella PhoP GFP | K1F lysis inhibition | NS5 inhibitors | Large T inhibition | T cell modulator | T cell modulator vesicle-bound % | MgcRacGAP inhibition | West Nile antiviral | others
C=CCN1C(=O)c2ccccc2NC1c1cc(Br)cs1 (centres undefined) | ? | -0.7 | 53 | -1% | 0.0% | -6% | 22% | i | 27 | 2% | -0.7%
CN(C)c1nc(C#N)nc(N2CCOCC2)n1 | 2.0% | -1.5 | 48 | -1% | 0.3% | -1% | 4% | i | 26 | 13% | 0.9%
Cc1cc(NC(=O)c2ccccc2)c(Cl)cc1N | nt | 0.1 | 88 | 1% | 0.0% | -3% | nt | nt | nt | 7% | 0.3%
CC(C)Oc1ccc(S(=O)(=O)N2CCCCC2)cc1NC(=O)CN1C(=O)NC2(CCCC2)C1=O | -0.8% | -1.6 | 74 | -6% | 0.5%[50 µM] | -11% | 21% | i | 42 | 4% | nt
Cc1cc(S(=O)(=O)N2CCOCC2)ccc1OCC(=O)Nc1ccc(Br)cc1F | 3.1% | -1.9 | 47 | -7% | 0.1% | -7% | 9% | i | 9 | 5% | 0.0%
O=C(NCCc1ccc(F)cc1)c1n[nH]c2ccccc12 | 1.3% | -0.3 | 43 | -7% | 0.9% | 0% | 4% | i | 25 | 1% | 0.7%
COc1ccc(-c2cn3cc(C)ccc3n2)cc1OC | 0.2% | 0.4 | 84 | 6% | 0.1% | -1% | 8% | i | 60 | 8% | 0.0%
C=CCC[C@@H](Cc1ccc(F)cc1)C(=O)OC[C@H](Cc1c[nH]c2ccccc12)NC(=O)[C@@H](CC=C)CC(=O)N[C@@H](CO)Cc1ccccc1 | nt | 3.8 | 63 | nt | 0.2% | 4% | nt | i | 3 | 8% | nt
Cc1cccc(N2C(=O)CS/C2=N\NC(=O)c2ccc(Cl)cc2)c1C | 5.3% | 1.4 | 48 | 3% | 6.6% | -1% | 8% | i | 20 | 0% | 0.2%
Cc1ccc(NC(=O)NC(=O)c2ccccc2)cc1F | 0.5% | -0.1 | 52 | 5% | -0.7% | 3% | 10% | i | 64 | 2% | -0.2%
Nc1nc(SCC(=O)Nc2ccc(OCc3ccccc3)cc2)n[nH]1 | 9.2% | 0.2 | 48 | -2% | 0.1% | 1% | 0% | i | 34 | 8% | -0.2%
COc1ccc(-c2nn(-c3ccccc3)cc2CNCc2cccnc2)c(F)c1 | 0.5% | 0.1 | 64 | nt | 0.0% | -4% | nt | i | 58 | 3% | -0.9%
Cc1cccc(C(=O)NCCNC(=O)c2cccnc2)c1 | -1.1% | 2.8 | 48 | -1% | -0.3% | -2% | 25% | i | 22 | 1% | -0.4%
CC(=O)NC(CC(=O)OCC(=O)Nc1ccc2c(c1)OCO2)c1ccccc1 (centres undefined) | 1.1% | 2.7 | 57 | 3% | 0.0% | 3% | 5% | i | 16 | 5% | -0.1%
Cn1c(=O)c2c(nc(Oc3cccc(Br)c3)n2C)n(C)c1=O | 0.0% | 0.3 | 48 | 9% | -0.2% | -4% | 2% | i | 48 | -3% | -0.5%
COc1ccc(OC)c(NC(=O)CCN2CCN(CCO)CC2)c1 | 0.6% | 0.7 | 79 | -1% | 0.2% | 8% | 6% | i | 38 | 11% | 0.3% | NS5 inhibitors pilot replicate=-1.5
CCSc1nnc(NC(=O)C(C)Sc2nc3ccccc3[nH]2)s1 (centres undefined) | 3.9% | 0.3 | 62 | -15% | i | -4% | 14% | i | 33 | -7% | 0.0%
CCOc1ccccc1CN1CCNC(=O)C1CC(=O)NCCC1=CCCCC1 (centres undefined) | 0.8% | -0.2 | 61 | 8% | -0.1% | -6% | -3% | i | 66 | 4% | -0.3%
COC(=O)c1cc(NC(=O)c2cccc(C(F)(F)F)c2)c(=O)oc1C | 0.8% | -0.4 | 87 | -3% | -0.2% | 1% | 19% | i | 54 | 0% | -0.3%

Screening results deposited in PubChem by several laboratories.
